# LEDGF integ inh = blockers of LEDGF/p75-dependent integrase strand transfer – biochemical, TR-FRET, high throughput, primary screen; HIV-1 integrase (with human LEDGF/p75); TR-FRET IN-LEDGF/p75 DNA integration, Eu/Cy5; inhibition, % at 3.7 µM; 370,000 compounds, 0.64% hits; AID 743269, 2014;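 active = inhibition above the screen-wide mean plus 3 SD, cut at about 13% in these data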;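 also: signal is the Cy5 over europium emission ratio at 671 and 618 nm; 0% = plate median of compound wells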
# Tn7 DDE FP = inhibitors of Tn7 peptide binding to fibrin DD(E), primary screen, biochemical, fluorescence polarization, human fibrin, Tn7 probe; Fibrinogen beta chain (Homo sapiens), P02675; FP displacement of FITC-Tn7 peptide from fibrin DD(E); 0% = median of compound wells per plate; inhibition, % at 8.3 µM; 370,000 compounds, 0.13% hits;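 active = inhibition above the mean of compounds falling within the control limits plus 3 SD of them, cut at about 14% in these data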;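 also: 0% = plate median of compound wells and 100% = 10 µM Aha-Tn7 peptide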
#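 Assay system: Human clot-derived fibrin DD(E) complex | Buffer or medium: Tris/NaCl/CaCl2 buffer, pH 7.8 | Repeats: One replicate per compound | Benchmarks: Aha-Tn7 high control | Measure: % inhibition scaled between sample-field median and high-control FP | Schedule: 10 min plus 3 h, room temperature | Signal: Fluorescence polarization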
# mABHD4 FP = ABHD4 inhibitors, primary screen, biochemical, fluorescence polarization, mouse; purified mABHD4, FP-Rh probe fluorescence polarization; inhibition, % at 8.92 µM; 370,000 compounds, 0.54% hits;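 active = inhibition exceeding the mean over every tested compound plus 3 SD, cut at about 30% in these data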;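 also: 0% = plate median of compound wells and 100% = S159A mutant with DMSO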
#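 Assay system: mABHD4 protein; medium: HEPES pH 7.0, NaCl, Pluronic buffer; dosing: 8.92 µM, single dose; schedule: 45 min + 60 min at 25 °C; signal: FP readout, ex 525 nm / em 598 nm; read-out: normalized percent inhibition of probe labeling; repeats: single replicate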
# PG9 Ab binder = binders of HIV-1 gp120 antibody PG9, primary screen, biochemical, TR-FRET. HIV-1 gp120 / PG9 antibody interaction. TR-FRET gp120-PG9 antibody binding. inhibition, % at 6.7 µM. 360,000 compounds, 0.43% hits. AID 624416, 2012; in the data active = inhibition above about 8.5%
# HTRA1 inhibitor = HTRA1 serine protease inhibitors, primary screen, biochemical, fluorescence polarization, HTS; 340,000 compounds, 0.5% hits; recombinant HTRA1, FP-rhodamine activity-based probe; AID 504803, 2011; inhibition, % at 5.96 µM; in the data active = inhibition above about 36%;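 also: 0% = enzyme with DMSO and 100% = wells lacking enzyme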
# PRMT1 inh = PRMT1 methyltransferase inhibitors, primary screen, biochemical, fluorescence polarization. inhibition, % at 2.79 µM. 370,000 compounds, 1.3% hits. recombinant PRMT1, activity-based probe fluorescence polarization;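 active = inhibition above about 21% made by adding two undisclosed values, limit read from the data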
# SIAE inh = human SIAE inhibitors, primary screen, biochemical, fluorescence polarization, FP-Rh probe, 1536-well HTS; Sialate O-acetylesterase (Homo sapiens), Q9HAT2; SIAE FP-Rh probe binding; inhibition, % at 9.66 µM; 370,000 compounds, 0.69% hits;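 active = inhibition above a cutoff: mean of compounds within the control limits plus 3 SD of those, cut at about 17% in these data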;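 also: 0% = plate median of compound wells and 100% = probe without SIAE protein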
# UHRF1 MBD2 ctr = UHRF1 methylated DNA binding inhibitors, primary screen, counter-screen for MBD2 inhibitor project, biochemical, TR-FRET, human UHRF1, single concentration | E3 ubiquitin-protein ligase UHRF1 (Homo sapiens), Q96T88 | UHRF1 binding to methylated oligo | inhibition, % at 4.4 µM | 370,000 compounds, 0.75% hits | AID 687016, 2013; in the data active = inhibition above about 21%;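 also: UHRF1 SRA domain binding a hemimethylated CpG hairpin DNA probe; 0% = median of test compound wells and 100% = reference inhibitor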
# Target sequence (Q96T88 whole entry, looked up, the tested form may be a part): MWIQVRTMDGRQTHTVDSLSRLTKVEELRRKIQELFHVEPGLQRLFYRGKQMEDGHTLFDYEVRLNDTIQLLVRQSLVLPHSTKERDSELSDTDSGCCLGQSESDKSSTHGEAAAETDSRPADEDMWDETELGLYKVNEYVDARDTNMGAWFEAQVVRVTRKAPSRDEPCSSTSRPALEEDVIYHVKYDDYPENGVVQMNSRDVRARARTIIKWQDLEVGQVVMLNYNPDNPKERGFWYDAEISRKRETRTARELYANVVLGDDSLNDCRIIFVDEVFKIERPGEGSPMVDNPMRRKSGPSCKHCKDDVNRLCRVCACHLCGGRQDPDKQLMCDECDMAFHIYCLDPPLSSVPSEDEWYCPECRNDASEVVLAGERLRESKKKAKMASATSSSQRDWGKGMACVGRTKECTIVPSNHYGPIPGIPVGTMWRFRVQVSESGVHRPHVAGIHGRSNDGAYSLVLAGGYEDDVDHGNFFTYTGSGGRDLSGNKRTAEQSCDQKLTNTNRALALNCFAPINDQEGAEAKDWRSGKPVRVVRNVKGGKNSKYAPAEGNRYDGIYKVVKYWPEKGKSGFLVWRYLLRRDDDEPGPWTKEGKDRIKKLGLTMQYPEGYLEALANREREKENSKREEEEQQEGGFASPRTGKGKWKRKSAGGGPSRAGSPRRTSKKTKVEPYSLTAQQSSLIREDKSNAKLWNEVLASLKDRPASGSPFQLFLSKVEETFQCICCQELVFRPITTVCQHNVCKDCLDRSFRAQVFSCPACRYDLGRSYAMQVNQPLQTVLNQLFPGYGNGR
# TDP2 absorb = human TDP2 enzyme inhibitors, primary screen, biochemical, epi absorbance, recombinant enzyme; Tyrosyl-DNA phosphodiesterase 2 (Homo sapiens), O95551; T5PNP hydrolysis, p-nitrophenol absorbance 415 nm; inhibition, % at 12.8 µM; 370,000 compounds, 0.34% hits; AID 720702, 2013;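 active = inhibition above the mean of all tested compounds plus 3 SD, set per campaign, cut at about 25% in these data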;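 also: 0% = DMSO with enzyme and 100% = buffer with substrate but no TDP2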
#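 Read-out basis: percent inhibition. System: recombinant human TDP2. Buffer or medium: Mg2+-containing Tris-HCl buffer, pH 7.5. Repeats: single replicate. Timing: reaction 2 h, 37 °C. Benchmarks: high control without enzyme, low control DMSO plus TDP2. Probe or stimulus: 5 mM T5PNP. Doses: 12.8 µM only. Measured by: epi absorbance of p-nitrophenol freed from T5PNP by hydrolysis.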
# TCR-CD3 inh = inhibitors of human TCR-CD3 interaction, primary screen, biochemical, fluorescence, TAMRA-labeled TCR probe | inhibition, % at 9.4 µM | 360,000 compounds, 0.37% hits; in the data active = inhibition above about 19%;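 also: recombinant mutant TCR 2C K166C tagged with TAMRA read by polarization; 0% = receptor in buffer alone and 100% = receptor with positive control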
# Active calls of the source: *; · = not tested or not shown.
mol	TCR-CD3 inh	SIAE inh	mABHD4 FP	UHRF1 MBD2 ctr	TDP2 absorb	PRMT1 inh	PG9 Ab binder	HTRA1 inhibitor	LEDGF integ inh	Tn7 DDE FP
CCc1ccc(N2CC(C(=O)Nc3ccc4c(c3)OCO4)CC2=O)cc1 (configuration not stated)	-5	3	0	-1	-1	1	-2.6	4	2	4
Cc1cnc(N)nc1-c1ccccc1	-7	3	1	-3	5	-3	1.7	1	2	-5
Cc1nc2c(OCc3ccc(C#N)cc3)cccn2c1N(C)C(=O)CCC1CCCC1	1	0	1	0	-7	-1	-0.9	·	-5	-8
COC(=O)c1sccc1NN1C(=O)c2ccccc2C1=O	-4	-3	-4	-1	-4	5	-0.1	2	2	-5
CCC(=O)c1ccc(OCC(=O)Nc2ccc(N3CCCCC3)cc2)cc1	0	6	6	1	0	5	-1.7	3	0	4
COc1ccc(F)cc1S(=O)(=O)N1CCN(C(=O)c2ccco2)CC1	-4	-5	-5	4	-31	-2	-1.7	-6	1	0
Cc1ccc(C(CNC(=O)C(=O)Nc2ccc3c(c2)OCCO3)N2CCN(C)CC2)cc1 (configuration not stated)	2	6	-3	-2	-16	-1	-1.0	-1	4	-3
CC1(C)C=Cc2c(c3c(c4c(=O)c(-c5ccc(O)cc5)coc24)OC(C)(C)CC3)O1	7	-3	0	0	-5	2	-0.3	36*	-2	12
CCc1cccc(CC)c1NC(=O)COn1nnc2ccc(C(F)(F)F)cc21	-2	-1	-4	-2	1	-1	-0.6	-1	-2	-2
Cc1ccc(OCCCC(=O)Nc2ccc(Cl)c(S(=O)(=O)N3CCOCC3)c2)cc1	-10	-10	-11	-2	3	1	2.0	-32	-4	-4
COc1ccc(/C=C/CN2CCCC(CO)(Cc3cccc(Cl)c3)C2)cc1 (configuration not stated)	-7	-16	-3	2	0	0	0.5	-28	1	0
O=C(NNC(=S)NC1CCCCC1)c1ccccc1Br	0	3	8	-2	5	0	-0.1	-2	-3	7
COc1ccc(NC(=O)N[C@H]2CC[C@@H](CC(=O)NC3CCC3)O[C@@H]2CO)cc1	5	0	1	-1	11	-4	-0.8	·	3	5
O=C(CNS(=O)(=O)c1ccc(Br)s1)N1CCN(c2ccc(F)cc2)CC1	-1	-2	-17	4	-6	2	0.2	0	0	3
COc1cccc(SCc2noc(C(=O)NCC3CCCO3)c2C(=O)O)c1 (configuration not stated)	2	5	5	-2	-1	0	0.7	1	-1	8
CCc1ccc(N2CC(C(=O)NC3CC3)CC2=O)cc1 (configuration not stated)	-6	3	2	1	6	2	0.8	2	-2	6
CC(Oc1ccc(Br)cc1Cl)C(=O)Nc1ccncc1 (configuration not stated)	6	-2	-4	-1	-7	-2	1.0	1	3	-3
Cc1ccc(OCC(O)Cn2c(=N)n(CCN3CCCCC3)c3ccccc32)cc1 (configuration not stated)	8	4	1	-3	-1	-3	0.8	5	1	-6
O=C(CNC(=O)c1cc(-c2ccccc2)nn1-c1ccccc1)Nc1ccccc1Br	2	6	-4	-2	6	-1	1.8	0	-2	3
C[C@@H]1CC[C@H](Cc2ccc(-n3cccc3)cc2)N1C(=O)OC(C)(C)C	5	-2	2	-2	4	2	-0.3	-22	-1	-3
COc1ccc(C(=O)Nc2c(-c3ccccc3)nc3ccccn23)c(OC)c1	5	3	2	-2	-19	2	-1.5	-9	-1	1
CN(C(=O)c1ccc(Cl)cc1)C1CCS(=O)(=O)C1 (configuration not stated)	-9	-5	1	0	7	-1	-2.5	0	1	5
CS(=O)(=O)N(CC(=O)Nc1cccc(F)c1)c1cccc([N+](=O)[O-])c1	0	-1	3	-1	6	-1	0.3	4	-3	2
CC1(C)Cc2ccccc2C(NNC(=O)c2ccc(Br)o2)=N1	-1	2	5	4	-1	1	-1.2	3	2	-4
CCOC(=O)c1cnc(-n2[nH]c(C)cc2=O)[nH]c1=O	19	1	4	-2	14	-6	-1.0	·	-2	1
CCOc1ccc(NC(=O)N2CCC(NC(=O)C(Cc3ccc(OC)c(OC)c3)NC(C)=O)CC2)cc1 (configuration not stated)	1	-5	0	-3	-9	-2	-2.6	11	-1	6
Clc1ccc(-n2nnc(-c3nccs3)n2)cc1Cl	1	-9	8	1	-19	38*	-4.9	1	-1	-4
Cc1cc(C(=O)CSc2n[nH]c(N)n2)c(C)n1-c1ccc2c(c1)OCO2	6	1	10	2	0	3	2.6	-2	0	-4
O=C1CN(C(=O)/C=C/c2ccccc2F)c2ccccc2N1	-5	-4	0	1	10	4	0.6	6	-4	-1
Nc1cc2c(cc1Cl)-c1ccc([N+](=O)[O-])cc1C2=NO	-9	-8	4	0	9	1	-3.0	-3	-5	-10
O=C(NC(Cc1c[nH]c2ccccc12)C(=O)O)c1ccc(F)cc1 (configuration not stated)	0	9	-5	4	-13	2	-1.4	12	1	3
CCCn1c(N)c(C(c2ccc(OC)cc2)N2CCN(c3ccccc3)CC2)c(=O)[nH]c1=O (configuration not stated)	2	3	11	5	-6	0	-0.8	-5	-1	5
Cc1ccc(-n2c(C)nnc2SCC(=O)NC2CC2)cc1	-4	-12	10	-1	-1	-3	-4.0	1	1	-3
Clc1ccc(-c2nnc3c4ccccc4nc(N4CCOCC4)n23)cc1Cl	-9	-18	-25	-1	-13	7	0.3	-29	-6	0
CCN(C[C@H]1N[C@@](Cc2ccccc2)(C(=O)OC)[C@H]2C(=O)N(Cc3ccccc3)C(=O)[C@@H]12)S(=O)(=O)c1ccc(-c2ccccc2)cc1	5	-5	3	0	3	0	0.1	-11	-2	-1
Cc1ccc(NC(=O)CSCC(=O)Nc2ccc(N3CCOCC3)cc2N2CCOCC2)cc1	-5	7	8	1	2	1	-2.2	5	0	-1
CCOC(=O)Cc1csc(NC(=O)c2ccoc2C)n1	-4	3	8	2	3	0	1.2	-8	-4	-5
Fc1cccc(CN2CCN(c3ncccn3)CC2)c1	5	-1	3	-1	6	0	-1.8	-2	5	-6
COc1ccc(COC(=O)CCCN=C2NS(=O)(=O)c3ccccc32)cc1F	-5	-2	3	10	-8	-4	0.2	2	2	-5
COc1ccc(C2SCCN2S(=O)(=O)c2ccccc2)cc1OC (configuration not stated)	5	1	4	4	-19	-1	-1.2	-1	3	-9
Cc1cnc(CNC(=O)C2CCC(=O)N(CCc3cccc(F)c3)C2)[nH]1 (configuration not stated)	5	-1	3	0	-1	-2	-1.7	6	2	3
CCCC(=O)Nc1ccc2oc(-c3ccc(OC)c(Br)c3)nc2c1	2	-12	-12	-2	4	-2	2.2	-21	-2	0
COc1ccc(C(CC(=O)O)NS(=O)(=O)c2ccc(C)cc2)cc1 (configuration not stated)	-5	1	1	0	5	2	1.9	4	-1	-1
O=C(C1CCN(Cc2ccccc2)CC1)N1CCCC1	-3	-3	9	4	2	2	0.3	-1	-1	8
CCCCc1ccc(-c2csc(/C(C#N)=C\c3ccc(C)o3)n2)cc1	0	-3	12	-6	-9	5	-3.4	-12	8	-2
COc1ccc(-c2cc(O)cc(O)c2)cc1	-2	2	4	-2	4	2	-1.3	-2	-4	-1
CCN(CC)C(=O)CSc1nnc(COc2ccccc2)n1N	-1	4	7	14	-1	-1	0.0	-9	-1	3
Cc1cc(C)c(NC(=O)Cn2c(=O)c3cccn3c3ccccc32)c(C)c1	-1	-2	3	1	13	4	-0.5	3	-1	-6
Cc1ccccc1NS(=O)(=O)c1ccc(C2CNC(=O)C2)cc1 (configuration not stated)	5	-1	-8	-3	-21	-3	0.1	4	5	6
O=C(OCc1c(-c2ccccc2)ncc2ccccc12)c1ccc(Cl)cc1Cl	6	-3	1	-1	0	-2	-1.1	-5	0	-3
COc1cccc(NC(=O)C2CC(=O)OC23CCOC(C)(C)C3)c1 (configuration not stated)	0	3	1	0	1	0	0.2	2	-3	5
CCc1ccc(NC(=O)Nc2ccc3c(c2)CCC3)cc1	-2	-4	-6	-1	-1	1	0.2	-2	-1	0
CCOc1ccc(Cl)cc1-c1cc(C(=O)Nc2cc(OC)c(OC)c(OC)c2)[nH]n1	-1	-5	-11	3	-1	-6	1.0	·	3	-6
Cc1ccc(NC(=O)CO/N=C(\N)c2ccccc2)cc1C	2	4	1	0	2	-4	-0.1	2	3	0
CC(=O)Nc1ccc(N2C(=O)c3ccc(C(=O)Nc4nnc(SCc5ccc(F)cc5)s4)cc3C2=O)cc1	7	1	-5	2	-5	-2	0.3	-2	2	-9
C[C@H](CO)N1C[C@H](C)[C@@H](CN(C)C(=O)Nc2ccccc2)Oc2ccc(NS(=O)(=O)c3ccc(F)cc3)cc2C1=O	9	0	-2	-5	6	-1	1.6	-2	-1	2

# (cont.)
mol	TCR-CD3 inh	SIAE inh	mABHD4 FP	UHRF1 MBD2 ctr	TDP2 absorb	PRMT1 inh	PG9 Ab binder	HTRA1 inhibitor	LEDGF integ inh	Tn7 DDE FP
O=C(CCNC(=O)c1ccccc1Cl)NN=Cc1ccco1	-6	13	-3	2	4	3	-0.4	-3	-1	-2
O=C(NCc1ccc2c(c1)OCO2)C1CCN(Cc2cnn(-c3ccccc3)c2-n2cccc2)CC1	1	-1	-1	-1	-4	-1	1.0	-4	2	5
O=C(Nc1ccc2c(c1)CCC2)C1CCCN(c2ncccn2)C1 (configuration not stated)	-2	-11	-3	1	-4	3	1.3	-8	0	-6
COc1ccc(CNc2ccc(C(=O)O)cc2)cc1	2	4	-1	2	-2	-3	0.0	8	2	0
CN1CCN(c2ccc(NC(=O)COc3cccc4ccccc34)cc2)CC1	10	-3	4	1	5	-4	-2.2	-5	-1	5

# Screening data: PubChem, The Scripps Research Institute Molecular Screening Center
